Compound activity deposited in PubChem by National Center for Advancing Translational Sciences (NCATS).
KCNH2 3.1 inh = KCNH2 3.1 (human) potassium channel inhibition | U2OS KCNH2 3.1, thallium flux FluxOr; hits give low values | 0.95% of 340,000 active | activity change, % (tested at about 1.8 µM);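 active means maximum activity change below -70%; inconclusive means maximum activity change from -70% to -50%; inactive means maximum activity change above -50%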;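 further: thallium influx rate constant from kinetic fluorescence after stimulation buffer; on the % scale 0 is the no-effect control and ±100 the full control effect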
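Measured as rate of thallium-driven FluxOr signal in transduced U2OS cells carrying the 3.1 channel, read kinetically for 2 min upon stimulation; values are rate constants scaled to DMSO control wells.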
Rab9 promoter act = activates the Rab9 promoter; Huh7 Rab9 promoter-luciferase reporter, luminescence, 24 h; 2.8% of 320,000 active; Potency, µM (highest dose often 9.22 µM), for the others: at the top dose activation, negative = inhibition, most hits filed as activators; further: potency means the concentration at half of the fitted maximal effect; % of control where 0% means no effect; nearly all actives have a fitted effect of over 60% in size
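Promoter activation is measured as luciferase luminescence in Huh7 cells stably transfected with a Rab9 promoter–luciferase construct, following 24 h compound exposure at 37 °C and 10 min reagent incubation at ambient temperature.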
MBNL1-CUG inh = blocks human MBNL1 binding to CUG repeat RNA; Q9NR56; TR-FRET MBNL1-His/biotin-(CUG)12 binding, 665/545 ratio; Potency, µM (series often up to 57.5 µM), without a hit: at the top dose activity change, negative = inhibition, most hits filed as inhibitors; 0.036% of 280,000 active; active means well fitted inhibition curve with a large enough effect in the signal ratio, with a control signal flat, not every such curve was filed as active; inconclusive means small, poorly fitted or top-dose-only effect, or effect the other way, or a change in a side signal; inactive means no such curve, though single readings can be large or run the other way; the % refers to the signal ratio; further: potency means the concentration at half of the fitted maximal effect; on the % scale 0 is the no-effect control and ±100 the full control effect
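TR-FRET between His-tagged MBNL1 and biotin-(CUG)12 RNA, detected with Tb anti-His antibody (0.055 ng/ul) and streptavidin-XL665 (5 nM), 60 min at room temperature. Compounds titrated 92 nM to 58 uM; 665/545 nm ratio normalized to buffer and complex controls.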
RORg inh = ROR gamma (mouse) transcription inhibition; Drosophila S2 Gal4-RORgamma UAS-luciferase reporter, 20 h; Potency, µM (highest dose often 53.6 µM), without a hit: top-dose activity change, negative = inhibition, actives largely listed as inhibitors; 5.4% of 310,000 active; further: potency means the concentration at half of the fitted maximal effect; on the % scale 0 is the no-effect control and ±100 the full control effect; nearly all actives have a fitted effect of over 60% in size
Target sequence (P51450 whole entry, looked up, the tested form may be a part): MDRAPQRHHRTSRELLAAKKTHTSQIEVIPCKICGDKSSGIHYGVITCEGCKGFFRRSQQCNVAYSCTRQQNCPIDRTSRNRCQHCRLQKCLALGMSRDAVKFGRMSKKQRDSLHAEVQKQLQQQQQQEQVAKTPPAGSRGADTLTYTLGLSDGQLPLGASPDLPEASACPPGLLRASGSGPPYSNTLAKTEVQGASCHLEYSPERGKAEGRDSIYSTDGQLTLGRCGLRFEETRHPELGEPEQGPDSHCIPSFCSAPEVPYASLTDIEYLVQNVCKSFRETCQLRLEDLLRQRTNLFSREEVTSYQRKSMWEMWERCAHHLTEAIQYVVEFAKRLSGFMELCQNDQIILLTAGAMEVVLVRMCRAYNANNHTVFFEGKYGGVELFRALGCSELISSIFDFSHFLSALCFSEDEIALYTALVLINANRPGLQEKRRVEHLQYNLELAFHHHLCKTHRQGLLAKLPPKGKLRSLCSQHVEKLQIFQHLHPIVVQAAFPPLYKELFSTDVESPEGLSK
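A Gal4/UAS one-hybrid system in insect cells: metallothionein-promoter Gal4–ROR gamma fusion plus Photinus luciferase reporter. Copper sulfate 700 uM final, 20 hr ambient incubation, luminescent detection after 10 min with reagent.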
FLuc counter = firefly luciferase modulation, counter-screen for miR-21 project. P08659. purified FLuc, Km substrates, luminescence inhibition. Potency, µM (titrated, usually from 57.5 µM), for the others: at the highest dose activity change, negative = inhibition, actives largely listed as inhibitors. 6.9% of 360,000 active. AID 588342;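 further: potency means the concentration at half of the fitted maximal effect; plate controls were vehicle for no effect and reference inhibitor for full effect; nearly all actives have a fitted effect of over 55% in size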
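Purified P. pyralis luciferase (10nM final) with 10uM D-luciferin and 10uM ATP (Km levels) in 50mM Tris acetate pH 7.5, 10mM Mg acetate, 0.01% Tween-20, 0.05% BSA; qHTS 6-point titration, ~60 µM downward; luminescence read.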
NPC1 prom act = NPC1 promoter activation; Huh7 NPC1 promoter luciferase reporter, 24 h; Potency, µM (highest dose often 9.22 µM), inactives show at the top dose activation, usual class: activators; 2.4% of 320,000 active;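 further: potency means the concentration at half of the fitted maximal effect; % of control where 0% means no effect; nearly all actives have a fitted effect of over 60% in size; reporter is driven by a mutant NPC1 promoter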
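Stably transfected Huh7 (NPC1 promoter→luciferase), 1500 cells/well in Opti-MEM + 10% FBS, 2 h settle, then compound 24 h at 37 °C. Luminescence after 10 min with Amplite reagent.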
ELG1 DNA repair = inhibitors of ELG1-dependent DNA repair in HEK293T cells | HEK293T ELG1-luciferase reporter, luminescence, 16 h; DNA damage induced by 5-fluorouridine | Potency, µM (doses to about 46.1 µM), for the others: at the top dose activity change, negative = inhibition, most hits filed as inhibitors | 2.3% of 330,000 active; further: potency means the concentration at half of the fitted maximal effect; on the % scale 0 is the no-effect control and ±100 the full control effect; nearly all actives have a fitted effect of over 55% in size
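HEK293T cells expressing luciferase-tagged ELG1 (2,000/well) received 5-Fluorouridine plus compound or DMSO for 16 hr at 37 °C. Luciferase was read by ONE-Glo luminescence after 30 min at room temperature.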
Gal4-VP16 FLuc = counter-screen for ROR gamma inhibitors: Gal4-VP16 reporter; Drosophila S2 Gal4-VP16 UAS-luciferase, luminescence, 20 h; Potency, µM (top dose mostly 53.6 µM), for inactives: at the top dose activity, negative = inhibition, actives largely listed as inhibitors; 3.5% of 310,000 active; AID 2546;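 further: Gal4-VP16 expression switched on by copper sulfate through the metallothionein promoter; potency means the concentration at half of the fitted maximal effect; on the % scale 0 is the no-effect control and ±100 the full control effect; nearly all actives have a fitted effect of over 50% in size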
PKM2 act = activators of human pyruvate kinase M2 | purified PKM2, Kinase-Glo ATP luminescence, activation; response scale: 0% is enzyme alone, no compound | Potency, µM (series often up to 57.5 µM), for inactives: at the top dose activation, hits mostly activators | 0.34% of 260,000 active | AID 1631; further: potency means the concentration at half of the fitted maximal effect; on the % scale 0 is the no-effect control and ±100 the full control effect; nearly all actives have a fitted effect of over 55% in size
Target sequence (P14618 whole entry, looked up): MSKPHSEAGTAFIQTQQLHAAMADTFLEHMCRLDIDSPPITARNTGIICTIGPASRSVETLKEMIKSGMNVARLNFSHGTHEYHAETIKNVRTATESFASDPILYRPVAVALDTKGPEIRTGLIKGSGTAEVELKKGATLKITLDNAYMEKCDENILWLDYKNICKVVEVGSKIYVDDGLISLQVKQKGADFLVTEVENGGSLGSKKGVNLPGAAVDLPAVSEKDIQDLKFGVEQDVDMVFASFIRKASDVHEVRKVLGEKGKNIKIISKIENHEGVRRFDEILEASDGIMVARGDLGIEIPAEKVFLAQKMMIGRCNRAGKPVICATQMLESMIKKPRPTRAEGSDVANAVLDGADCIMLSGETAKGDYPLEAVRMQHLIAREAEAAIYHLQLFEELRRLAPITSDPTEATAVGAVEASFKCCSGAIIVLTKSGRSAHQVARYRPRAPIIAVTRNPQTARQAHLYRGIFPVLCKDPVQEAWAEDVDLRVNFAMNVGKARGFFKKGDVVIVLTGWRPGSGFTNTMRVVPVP
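Kinase-Glo luminescence reports ATP generated from ADP (0.1 mM) and PEP (0.5 mM) by purified hPK-M2 after 1 h at room temperature, pH 7.2 imidazole buffer; intermediate enzyme activity allows detecting inhibitors and activators.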
Menin-MLL TR inh = inhibitors of human menin-MLL interaction, mutant MLL peptide. AID 1768. Menin + Texas Red MLL mutant peptide, fluorescence polarization. O00255. 0.23% of 270,000 active. Potency, µM (series often up to 61.6 µM), without a hit: at the top dose FP activity change, negative = inhibition, most hits filed as inhibitors; active means well fitted inhibition curve with a large enough effect in the polarisation, with a control signal flat, not every such curve was filed as active; inconclusive means small, poorly fitted or top-dose-only effect, or effect the other way, or a change in a side signal; inactive means no such curve, though single readings can be large or run the other way; the % refers to the polarisation; further: potency means the concentration at half of the fitted maximal effect; % of control where 0% means no effect; many of its hits are not listed in these tables
Mito fusion yeast = mitochondrial division inhibition or fusion activation; S. cerevisiae fusion-defective mutant growth rescue, CellTiterGlo 48 h; Potency, µM (top dose mostly 46.1 µM), inactives show top-dose growth rescue (activation), most hits filed as activators; 0.23% of 320,000 active;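 further: potency means the concentration at half of the fitted maximal effect; % of control where 0% means no effect; nearly all actives have a fitted effect of over 45% in size; temperature-sensitive fusion mutants such as fzo1-1 at 37 °C on non-fermentable ethanol glycerol medium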
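Compounds are tested for their ability to restore growth of mitochondrial fusion-defective yeast strains at non-permissive 37C in YPEG medium over 48 hours. Viability is quantified by luciferase luminescence.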
An asterisk follows results filed as active; ? = inconclusive; · = no result given; & = joins results of further samples; [ ] = another dose, or the depositor's remark. Unless noted, the call rests on the fitted dose curve; in most records, active means well fitted curve in the direction sought with a large enough effect; inconclusive means small, poorly fitted or top-dose-only effect, or another doubt; inactive means no such curve, though single readings can be large; an effect the other way counts as inactive or inconclusive. A portion of the library; count on the stated rates, not on these rows.

Molecule	KCNH2 3.1 inh	Rab9 promoter act	MBNL1-CUG inh	RORg inh	FLuc counter	NPC1 prom act	ELG1 DNA repair	Gal4-VP16 FLuc	PKM2 act	Menin-MLL TR inh	Mito fusion yeast
COc1ccccc1NC(=O)c1ccc(N2CC3CC(C2)c2cccc(=O)n2C3)c(NC(=O)c2ccncc2)c1 (stereo unspecified)	14	-3%	-1%	8%	-3%	1%	0%	-15%	4%	-11%	-1%
O=C(Nc1cc(S(=O)(=O)N2CCCC2)ccc1OCC(F)(F)F)c1ccccc1F	·	-1%	-13%	-2%	-1%	-4%	14%	?	0%	-17%	-1%
CN1CCN(C(=O)Cn2c(=O)oc3cc(S(=O)(=O)NCc4ccccc4)ccc32)CC1	0	1%	-10%	?	1%	-5%	0%	4%	-8%	0%	2%
O=C(O)c1cc(N/N=C/c2c(O)ccc3ccccc23)ccc1Cl	-1	1.4µM*	17%	20%	2.4µM*	1.6µM*	?	-23%	·	?	-8%
N#CC1=C(SCC(N)=O)NC(=O)CC1c1ccccc1Cl (stereo unspecified)	-15	2%	8%	-2%	2%	-2%	-2%	2%	11%	10%	2%
CCOc1[nH]n(-c2ccc(Cl)cc2)c(=O)c1C=Nc1ccc(O)cc1	-3	0%	-1%	-22%	3%	-14%	?	?	-1%	?	-1%
CC(C)n1c(CN(C)Cc2ccccc2)nc2c1c(=O)n(C)c(=O)n2C	-3	-20%[1.84 µM]	0%	?	0%	-40%[inhibitor]	4.1µM*	1.3µM*	·	?	22%
Cc1cc(N2C(=O)c3ccc(C(=O)Nc4ccccc4O)cc3C2=O)no1	-4	3%	24%	-9%	6%	-5%	-5%	25%	-1%	3%	2%
CC(CNC(=O)c1cncc(O)c1)NC(=O)c1cncc(O)c1 (stereo unspecified)	6	8%	1%	0%	6%	-11%	3%	-1%	-2%	8%	4%
CCOc1ccc(NC(=O)COc2ccccc2)c([N+](=O)[O-])c1	-15	3.5µM*	?	4%	3µM*	?	?	-7%	9%	-30%	4%
COc1ccc(C(=O)NC(=S)Nc2ccc(CN3CCOCC3)cc2)cc1	-23	0%	-10%	11µM*	-6%	-2%	-20%	?	1%	·	-7%
Cn1cnnc1SCC(=O)Nc1ncc(C(F)(F)F)cc1Cl	-7	-11%	-3%	?	-6%	-7%	12%	-8%	-12%	0%	-3%
CCn1c(N)[n+](CC(=O)Nc2ccc(SC(F)F)cc2)c2ccccc21	-92*	-9%	4%	16%	-1%	-2%	-15%	-4%	1%	·	-5%
CCNC(=S)NNC(=O)Cn1c(=O)c2c(ncn2CCOC)n(Cc2ccccc2)c1=O	2	2%	1%	-31%	1%	-2%	0%	-4%	2%	-19%	2%
Cc1nn(C)c(Cl)c1/C=C/C(=O)O	-7	-1%	-5%	-1%	-3%	0%	4%	1%	-8%	1%	-1%

(continued)
Molecule	KCNH2 3.1 inh	Rab9 promoter act	MBNL1-CUG inh	RORg inh	FLuc counter	NPC1 prom act	ELG1 DNA repair	Gal4-VP16 FLuc	PKM2 act	Menin-MLL TR inh	Mito fusion yeast
O=C(/C=N/O)NCCN1CCCCC1	-6	0%	-6%	10%	2%	5%	1%	-11%	4%	-2%	2%
CC(=O)NC(=S)Nc1ccc(NC(=O)COc2ccc(Cl)cc2Cl)cc1	-7	-7%	0%	6%	-6%	8%	0%	-5%	-3%	-8%	2%
Oc1ccc(NC(=S)Nc2ccccc2)cc1	1&-12	-1%&-2%	-10%	-33%&39%	5%&-2%	-3%&0%	5%&-1%	2%&-18%	-2%&4%	-9%&-7%	0%&1%
O=C(NC1CC1)C1=C[C@@H](c2ccc(Br)cc2)C[C@@H](OCc2ccc(CO)cc2)O1	-9	-6%	1%	29%	-12%	1%	-8%	-13%	-2%	·	16%
Cc1nc(S/C(=C/c2ccc(-c3ccc(Cl)cc3)o2)C(=O)O)n[nH]1	10	-1%	5%	1.4µM*	8.5µM*	13%	0%	2.8µM*	1%	?	-1%
O=C1NC2=C(C(=O)OC2)C(c2ccc(OC(F)(F)F)cc2)N1 (stereo unspecified)	7	3%	-6%	-5%	1%	-4%	-4%	-2%	2%	·	-6%
COc1ccccc1NC(=O)NCC(=O)Nc1ccc(F)c(F)c1	-7	1%	0%	11%	-3%	0%	5%	0%	-3%	18%	1%
CCC(C)(C)NC(=O)C(c1sccc1C)N(Cc1ccco1)C(=O)c1csnn1 (stereo unspecified)	-19	3%	-9%	18%	3%	-6%	-14%	-14%	·	·	?
O=C(c1ccccc1-c1nc2ccccc2[nH]1)N1CCOCC1	3	0%	-2%	-12%	3%[2.3 µM]	1%	-7%	-2%	-1%	3%	-2%
CN(C)CC(=O)Nc1ccc(Oc2ccc(Cl)cc2)cc1	-16	1%	-5%	4%	-12%	-12%	3%	0%[10 µM]	-5%	-6%	0%
CC(=O)NC(Cc1cccc(F)c1)C(=O)NC1CCN(C(=O)Nc2ccccc2)CC1 (stereo unspecified)	-15	0%	-1%	-5%	-2%	-1%	-2%	1%	-16%	-2%	-1%
CC(C)Sc1nc(SCC(=O)NCc2ccco2)c2c3c(sc2n1)COC(C)(C)C3	4	13%	296%[activator]	14%	9.5µM*	7%	2.3µM*	-4%	8%	4%	8%
O=C1CC(c2ccc(OCCCCCOc3ccc(C4CC(=O)NC4=O)cc3)cc2)C(=O)N1 (stereo unspecified)	-11	3%	0%	?	-15%	-3%	?	-13%	14µM*	-15%	-9%
COCCCn1cc(C(=O)c2cc(OC)ccc2OCC(=O)N2CCCCC2C)cc(C#N)c1=O (stereo unspecified)	17	0%	-5%	12%	-5%	-2%	9%	5%	-3%	-19%	-8%
COc1ccccc1CNC(=O)CCn1c(=O)sc2ccccc21	6	11%	-4%	21%	2%	-1%	-5%	-3%	5%	-1%	1%

(continued)
Molecule	KCNH2 3.1 inh	Rab9 promoter act	MBNL1-CUG inh	RORg inh	FLuc counter	NPC1 prom act	ELG1 DNA repair	Gal4-VP16 FLuc	PKM2 act	Menin-MLL TR inh	Mito fusion yeast
CCCCCOC(=O)C1=C(C)NC(=O)NC1c1ccc([N+](=O)[O-])cc1 (stereo unspecified)	-7	0%	14%	28%	1%	-4%	-22%	-8%	2%	-11%	-2%
COc1ccc(S(=O)(=O)N(C)CC(=O)NC2CCCC2)cc1OC	2	8%	-3%	-13%	0%	3%	2%	-9%	0%	·	0%
O=C(c1cc(-c2ccc3c(c2)OCO3)on1)N1CCCCC1	5	0.5µM*	-1%	?	0.85µM*	0.32µM*	?	11µM*	-11%	-1%	-1%
CC1(C)CC(=O)c2cc(OCC(=O)NCCN3CCCc4ccccc43)ccc2O1	-10	-1%	-3%	-24%	4%	1%	0%	5%	1%	-2%	2%
COC(=O)N1CN(C(=O)OC)CN(C(=O)OC)C1	3	-3%	3%	0%[10 µM]	3%	-1%	-3%	3%	0%	8%	-3%
COc1ccc(S(=O)(=O)Nc2cccc(C)n2)c2ccccc12	7	-2%	-5%	14%	6%	1%	-3%	0%	6%	-14%	-1%
O=C(N=Nc1c(O)[nH]c2ccc(Cl)cc12)c1cc(-c2cccs2)nc2ccccc12	2	-4%	·	-20%	-15%	1%	-22%	?	-5%	?	1%
CCOC(=O)C1CCCN(C(=O)Cn2nc(C)c3c(C)n(-c4ccccc4)nc3c2=O)C1 (stereo unspecified)	2	12%	-1%	-13%	1%	-9%	5%	-3%	·	9%	0%
O=C(CCc1ccccc1)N=C1SC2CS(=O)(=O)CC2N1c1ccccc1F (stereo unspecified)	-8	2%	-7%	-1%	2%	-2%	?	-1%	·	·	4%
O=C(c1ccco1)N1CCN(C(=O)C2CCCO2)CC1 (stereo unspecified)	-9	-1%	-3%	-43%	6%	1%	-1%	-1%	-6%	-16%	-4%
CC(C)(C)C(=O)Nc1ccc(F)cc1[N+](=O)[O-]	0	-1%	·	-3%	2%	-1%	1%	-2%	-1%	·	-2%
Oc1c(C(c2ccccc2Cl)N2CCCC2)ccc2cccnc12 (stereo unspecified)	7	-5%	8%	1.6µM*	-1%	-7%	?	-80%	-2%	-15%	2%
